# Source: PubChem
# EPAC1 antag: qHTS for Antagonist of cAMP-regulated guanine nucleotide exchange factor 3 (EPAC1): primary screen. Rap guanine nucleotide exchange factor 3 (Homo sapiens), O95398. EPAC1 GEF assay, Rap1b-BODIPY-GDP exchange fluorescence. Potency, µM (doses to about 115 µM), without a hit: at the top dose activity change, negative = inhibition, usual class: inhibitors. actives 0.14% (n = 360,000);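 note: potency is the fitted concentration of half-maximal effect; plate controls were vehicle for no effect and positive control for full effect; nearly all actives have a fitted effect of over 50% in size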
# PI5P4K alpha inh: qHTS for Inhibitors of phosphatidylinositol 5-phosphate 4-kinase (PI5P4K); PI5P4Kalpha enzyme, ADP-Glo luminescence, 60 min; stronger effect = lower value; max response, %; actives 1.2% (n = 330,000); AID 652105, 2013; active = max response of -50% or lower; inconclusive = between -30% and -50%; inactive = -30% or higher; note: value at the top dose of about 77 µM; % is set by controls: 0 for no effect and ±100 for the full control effect
#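 Reactions run in 0.038 M HEPES pH 7.4, 0.28 mM EGTA, 0.1% CHAPS and 5% DMSO, with PI5P4Kalpha, substrate, compound and 5 microM ATP final, one hour at room temperature. Readout is ADP-Glo luminescence.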
# EPAC1 agonist: qHTS for Agonist of cAMP-regulated guanine nucleotide exchange factor 3 (EPAC1): primary screen; Rap guanine nucleotide exchange factor 3 (Homo sapiens), O95398; EPAC1 agonist qHTS, biochemical assay; response scale: 100% = response to 6.5 mM cAMP; Potency, µM (highest dose often 154 µM), for the others: at the highest dose activation, actives largely listed as activators; actives 0.073% (n = 360,000); note: potency is the fitted concentration of half-maximal effect; nearly all actives have a fitted effect of over 60% in size
#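 Nucleotide exchange by EPAC1 (100 nM) on Rap1B–BODIPY-GDP (250 nM) in the presence of 50 uM GDP is tracked fluorescently at 480/540 nm over 30 min. Signals are normalized to a 6.5 mM cAMP control.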
# EPAC2 antag: qHTS for Antagonist of cAMP-regulated guanine nucleotide exchange factor 2 (EPAC2): primary screen; Rap guanine nucleotide exchange factor 4 (Homo sapiens), Q8WZA2; EPAC2 GEF exchange of Rap1B-BODIPY-GDP, fluorescence; Potency, µM (top dose mostly 114 µM), inactives show at the highest dose activity, negative = inhibition, most hits filed as inhibitors; actives 0.18% (n = 360,000); AID 720708, 2013; note: potency is the fitted concentration of half-maximal effect; % is set by controls: 0 for no effect and ±100 for the full control effect; nearly all actives have a fitted effect of over 45% in size; many of its hits are not listed in these tables
# MmCpn inh: Inhibitors of TCP-1 ring complex (TRiC) of Methanococcus maripaludis (MmCpn): qHTS | Chaperonin Mm-Cpn (Methanococcus maripaludis) | purified Mm-Cpn ATPase, ADP Transcreener TR-FRET | Potency, µM (series often up to 76.9 µM), without a hit: at the highest dose activity, negative = inhibition, usual class: inhibitors | actives 0.031% (n = 330,000) | AID 504842, 2011; note: potency is the fitted concentration of half-maximal effect; % is set by controls: 0 for no effect and ±100 for the full control effect; nearly all actives have a fitted effect of over 80% in size
#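 ATP (10 uM final) was added to archaeal chaperonin (25 nM final) after 10 min exposure to test compound at 37°C; after 30 min further incubation, ADP was detected by competitive TR-FRET.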
# CCT chaperon mod: High-Throughput Screening for Modulators of Cytosolic Chaperonin Activity | actives 0.3% (n = 360,000) | purified chaperonin ATPase assay, HTRF ADP detection, 30 min | activity change, % (no concentration beside the values), hits read low; in the data active = activity change below about -30%; note: % is set by controls: 0 for no effect and ±100 for the full control effect
#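 First, chaperonin was dispensed at 40 nM or 20 nM final depending on batch activity. Next, compounds were pinned at 76 uM and ATP added at 10 uM. After 30 min at 37 °C, ADP detection reagents ran 30 min at ambient temperature.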
# PLK1 PBD inh: qHTS for Inhibitors of PLK1-PDB (polo-like kinase 1 - polo-box domain): Primary Screen; Plk1 PBD binding of FITC phosphopeptide, fluorescence polarization; Potency, µM, inactives show max response, negative = inhibition, usual class: inhibitors; actives 2.8% (n = 360,000); note: potency is the fitted concentration of half-maximal effect; series mostly up to about 57 µM; % is set by controls: 0 for no effect and ±100 for the full control effect; nearly all actives have a fitted effect of over 65% in size
# Target sequence (P53350 whole entry, looked up, the tested form may be a part): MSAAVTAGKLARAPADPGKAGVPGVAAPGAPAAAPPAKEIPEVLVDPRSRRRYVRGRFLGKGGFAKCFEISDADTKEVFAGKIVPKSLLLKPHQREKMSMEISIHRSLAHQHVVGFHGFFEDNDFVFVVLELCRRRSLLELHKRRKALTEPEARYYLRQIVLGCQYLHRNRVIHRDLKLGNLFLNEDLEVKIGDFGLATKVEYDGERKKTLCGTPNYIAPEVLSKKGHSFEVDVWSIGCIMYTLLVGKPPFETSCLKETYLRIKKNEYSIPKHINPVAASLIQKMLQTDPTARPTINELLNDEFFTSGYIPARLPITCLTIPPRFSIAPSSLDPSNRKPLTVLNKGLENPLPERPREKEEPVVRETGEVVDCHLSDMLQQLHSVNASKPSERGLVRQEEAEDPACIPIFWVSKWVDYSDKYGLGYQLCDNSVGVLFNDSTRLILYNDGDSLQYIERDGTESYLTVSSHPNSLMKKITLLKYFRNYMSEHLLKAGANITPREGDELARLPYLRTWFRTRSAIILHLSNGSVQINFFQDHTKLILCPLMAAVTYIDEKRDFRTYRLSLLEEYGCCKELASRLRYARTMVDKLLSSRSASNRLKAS
# WRN helicase inh: qHTS for Inhibitors of WRN Helicase; Bifunctional 3'-5' exonuclease/ATP-dependent helicase WRN (Homo sapiens), Q14191; WRN helicase unwinding, fluorescent forked duplex, kinetic; Potency, µM (series often up to 114 µM), for inactives: at the top dose activity change, negative = inhibition, hits mostly inhibitors; actives 0.46% (n = 360,000); note: potency is the fitted concentration of half-maximal effect; % is set by controls: 0 for no effect and ±100 for the full control effect; nearly all actives have a fitted effect of over 55% in size
#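 Fluorescence dequenching readout, ex 525 nm/em 598 nm, kinetic mode: forked duplex DNA (100 nM final) with adjacent fluorophore and quencher unwound by WRN (20 nM final) with 2 mM ATP. Compound preincubation 15 min, room temperature.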
# An asterisk follows results filed as active; u = inconclusive; x = no result given; & = joins results of further samples; [ ] = dose if it differs, or a comment. Unless noted, calls come from the whole dose curve; as a rule, active = well fitted curve in the direction sought with a large enough effect; inconclusive = small, poorly fitted or top-dose-only effect, or another doubt; inactive = no such curve, though single readings can be large; an effect the other way counts as inactive or inconclusive. Not all compounds are listed; the hit share may differ from the screen's.
no.	SMILES	EPAC1 antag	PI5P4K alpha inh	EPAC1 agonist	EPAC2 antag	MmCpn inh	CCT chaperon mod	PLK1 PBD inh	WRN helicase inh
1	CCn1c(SCc2ccc(F)cc2)nc2c(c1=O)SCC2	u	0	2%	-3%	1%	-6.6	0%	5%
2	COc1cc(OC)cc(C(=O)NCC(=O)OC2CCCCC2=O)c1 (stereo not given)	17%	3	2%	1%	0%	-2.0	-8%	8%
3	COc1ccc(C2=NS(=O)(=O)N(C)C(C(=O)Nc3ccc(C)cc3)=C2)cc1	-21%	10	5%	-4%	1%	0.8	2%	-6%
4	CCC(O)c1cc2c(cc1NC(=O)c1cccs1)OCCO2 (stereo not given)	-27%	6	3%	-8%	-2%	0.8	-4%	-22%
5	COc1ccccc1NC(=O)NNC(=O)c1ccc2ccccc2c1	4%	0	3%	-2%	1%	0.2	-5%	5%
6	CCC(=O)c1c[nH]c(C(=O)NCC2CCCO2)c1 (stereo not given)	5%	1	13%	-5%	0%	1.6	-1%	7%
7	O=C(O)c1ccc(CNCc2cc(Cl)ccc2O)cc1	2%	4	6%	15%	-2%	-0.2	0%	-2%
8	CN(C(=O)COC(=O)c1ccc2c(=O)n3c(nc2c1)CCC3)C1CCS(=O)(=O)C1 (stereo not given)	-2%	-9	-3%	2%	1%	-0.1	-1%	2%
9	CCc1ccc(C2CC(c3ccco3)=NN2S(C)(=O)=O)cc1 (stereo not given)	1%	3	10%	0%	-3%	-3.4	4%	-11%
10	CCNC(=S)NNC(=O)c1cc(-c2cc(C)ccc2C)nc2ccccc12	3%	x	3%	-6%	2%	-1.7	-9%	-4%
11	CNC(=O)c1cc(C(=O)c2ccc(Cl)cc2)c[nH]1	-3%	-4	4%	1%	-3%	0.5	-7%	5%
12	CCOCCCNC(=O)CN1C(=O)CSc2ccccc21	3%	-8	-1%	5%	0%	-1.4	-11%	3%
13	O=C(NCC(c1cccs1)N1CCOCC1)c1cnc(Cl)c(Cl)c1 (stereo not given)	-9%	-2	8%	-3%	0%	-0.3	-11%	-22%
14	CCc1ccc2[nH]c3nc(N/N=C/c4ccc(O)cc4O)nnc3c2c1	-1%	-15	4%	5%	0%	-2.3	-22%	-7%
15	COc1ccc(-c2nc(C(N)=O)c3[nH]c(=O)n(-c4ccccc4OC)c3n2)c(OC)c1	5%	-1	4%	2%	0%	0.8	-1%	4%
16	Cc1cc(N2CCc3ccccc32)n2ncnc2n1	5%	-2	-7%	10%	x	-1.2	-6%	9%
17	CN(CCC#N)C(=O)COC(=O)c1ccc(Cl)c(S(=O)(=O)N(C)c2ccccc2)c1	-8%	8	2%	1%	-6%	1.7	3%	1%
18	COCCNC(=O)c1onc(CSc2cc(C)ccc2C)c1C(=O)O	-24%	-26	5%	11%	2%	-1.5	-11%	5%
19	COCCCN(C(=O)c1cccnc1SC)c1c(N)n(Cc2ccccc2)c(=O)[nH]c1=O	7%	-2	-3%	12%	1%	-1.2	0%	15%
20	CC(Sc1nncn1C)C(=O)NCc1ccc2c(c1)OCO2 (stereo not given)	2%	-5	-2%	18%	-1%	-0.6	-5%	2%
21	COc1ccc(C(NC(=O)C2CCN(CCCc3ccccc3)CC2)c2ccccn2)cc1 (stereo not given)	0%	-2	4%	8%	x	0.0	-2%	-1%
22	CN1CCN(/N=C/c2nc(-c3ccccc3)n3ccccc23)CC1	-22%	-5	3%	2%	-5%	-0.3	-9%	1%
23	CCOC(=O)CC1C(=O)NCCN1C(=O)c1ccc(Cl)cc1 (stereo not given)	-5%	1	1%	3%	-1%	-1.9	-12%	13%
24	O=[N+]([O-])c1ccccc1C(=Nc1ccccc1)c1c(O)cc(O)cc1O	-25%	-19	1%	3%	x	-3.1	-11%	-3%
25	O=C(CCn1cnnn1)Nc1ccccc1	-23%	-3	4%	2%	-2%	0.1	1%	2%
26	O=C(Nc1ccccc1)c1cc(S(=O)(=O)N2CCSCC2)ccc1Cl	5%	-4	-19%	9%	1%	-1.2	2%	2%
27	O=C(NC1CCCCCC1)c1nnc(Cc2ccc(Cl)cc2)o1	4%	-3	-7%	-13%	-2%	1.2	5%	-1%
28	CSc1ccc(NC(=O)N2CCC(C(=O)c3ccc(F)cc3)CC2)cc1	-23%	-15	3%	-15%	0%	1.8	-1%	-4%
29	CC(C)(C)NS(=O)(=O)c1ccc(NC(=S)NC(=O)C2CCC2)cc1	-11%	-4	-1%	-4%	1%	1.9	2%	-7%
30	CCCCOCCCNC(=O)Cc1cccs1	-1%	x	-7%	3%	3%	-2.4	-9%	-3%
31	Cc1ccccc1CC(=O)Nc1cccnc1	-8%	-5	10%	6%	1%	-0.8	-8%	u
32	COc1cc2c(cc1OC)C(C1C(=O)CCCC1=O)N(C(=O)CCl)CC2 (stereo not given)	-18%	6	7%	-9%	-1%	0.9	0%	-2%
33	COCCn1c(SCc2ccc(Cl)cc2)nc2c1c(=O)[nH]c(=O)n2C	-20%	9	-6%	-2%	x	2.3	-1%	-9%
34	Cc1[nH]c2ccc3c(ncn3CCC#N)c2c1C	-8%	7	5%	-1%	-3%	-0.8	-2%	-15%
35	O=C(NCCC1=CCCCC1)c1ccc([N+](=O)[O-])cc1	7%	18	-1%	22%	2%	-1.7	3%	-13%
36	Cc1ccc(NC(=S)NC(=O)c2ccccc2)cc1NC(=S)NC(=O)c1ccccc1	-1%	-5	-2%	-8%	u	1.5	-8%	3%
37	COc1ccc(S(=O)(=O)Oc2cccc(/C=N/N=C3/NC(=O)C(CC(=O)O)S3)c2)cc1 (stereo not given)	-3%	-8	-1%	-16%	1%	-1.9	-6%	-6%
38	Cc1c(NC(=O)c2ccccc2NS(=O)(=O)c2ccc(Br)cc2)c(=O)n(-c2ccccc2)n1C	-4%	x	5%	-1%	0%	-4.9	-4%&-10%	-16%
39	CC(C)C(=O)NNC(=O)CSc1nc(C2CCCCC2)nc2ccccc12	8%	-3	2%	8%	-3%	-0.9	-5%	0%
40	O=c1cc(O)c2ccc(O)cc2o1	-26%	-50*	4%	2%	x	-0.3	-8%	-4%
41	Cc1cc(/C=C2\SC(=S)NC2=O)cc(C)c1O	u	-76*	7%	16µM*	-2%	-1.1	20%	-10%[11.6 µM]
42	COc1ccc(-c2noc3c2-c2nc(-c4ccccc4Cl)sc2CC3)cc1	5%	-2	-13%	12%	x	-1.0	u	3%
43	CCc1nnc(NC(=O)CN2CCCC(C)C2)s1 (stereo not given)	-1%	4	-4%	2%	2%	-2.5	4%	2%
44	CCN(C(N)=S)c1ccccc1	13%	-4	10%	4%	-1%	-3.9	0%	1%
45	CCN(CC)c1cc(C)c2ccccc2n1	2%	-6	5%	1%	1%	0.1	-26%	5%
46	COc1cccc(CC(=O)Nc2cc(C(F)(F)F)ccc2N2CCCC2)c1	11%	7	-1%	6%	-25%	-0.5	-19%	1%
47	COC(=O)c1ccsc1NC(=O)c1ccc(Cl)s1	-10%	-1	4%	-1%	-7%	-3.1	-12%	9%
48	Cc1cc(C)n(-c2ccc(C(=O)OCc3ccccc3)cc2)n1	-5%	-1	18%	-7%	-1%	-1.5	-4%	-7%
49	C[C@H](CO)N1C[C@H](C)[C@@H](CN(C)C(=O)Nc2ccc(C(F)(F)F)cc2)Oc2ccc(NC(=O)Nc3ccc(C(F)(F)F)cc3)cc2C1=O	-26%	-1	-32%[inhibitor]	-12%	2%	0.6	4%	-20%
50	Cn1cnc2c1c(=O)n(CC(O)CO)c(=O)n2C (stereo not given)	-12%	3	5%	0%	1%	-1.9	-9%	-2%
51	Cn1c(CSc2nc3ccccc3s2)nnc1SCC(=O)NCc1cccnc1	-5%	-5	5%	2%	x	-0.4	-8%	2%
52	COc1ccc2c(c1)C(CC(=O)NN)CCC2 (stereo not given)	-12%	9	-1%	26%	x	0.6	-6%	-3%
